Assay outcomes: PubChem, several laboratories
PLAP inhibitors HTS: inhibition of human placental alkaline phosphatase – biochemical, luminescence, HTS (AID 690); 96,000 tested, 0.08% active; purified PLAP, luminescent substrate; higher % means a stronger effect; inhibition, % at 20 µM, or IC50 in µM where a hit was titrated; in the data active = a potency from the dose series; inactive = the rest, 99 in 100 with inhibition below about 30%; also: strong numbers were not always called active
NFkB transloc pot: enhances IL-1B driven NFkB nuclear translocation | HUVEC IL-1B NFkB p65 nuclear translocation imaging | activation, % at 2 µM | 94,000 tested, 0.3% active;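 active = activation above 40%, about the mean plus 3 SD, also judged a hit on visual image review; inconclusive = activation above 40% but not a hit on visual review; inactive = activation not above 40% and no visual hit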;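 also: percent activation is computed from the nuclear over cytoplasmic p65 intensity ratio; values of inactives mirror those of a sister screen read the other way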
IL1B NFkB inh: blocks IL-1B driven NFkB nuclear translocation in HUVEC cells | inhibition, % at 2 µM | HUVEC IL-1B NFkB p65 nuclear translocation imaging | 94,000 tested, 0.43% active;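 active = inhibition above about 30% together with a positive call from visual inspection of the well image, limit read from the data; inconclusive = inhibition above a set limit but visual check negative; inactive = inhibition not above a set limit, visual check negative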;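 also: nuclear over cytoplasmic p65 intensity ratio measured by imaging; 0% = IL-1B stimulated DMSO wells and 100% = unstimulated DMSO wells; values of inactives mirror those of a sister screen read the other way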
Bcl-B displacement: displacers of TR3 peptide from Bcl-B, primary screen, selectivity assay for Bfl-1 inhibitor project, biochemical, fluorescence polarization; 96,000 tested, 0.11% active; AID 748; one-dose displacement, % at 20 µM; IC50 in µM for titrated hits; FP displacement of FITC-TR3 peptide from Bcl-B; higher % means a stronger effect;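 active = displacement above 50% at 20 µM plus a fluorescence interference ratio under 1.5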;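 also: plate controls were wells without compound for no effect and wells lacking Bcl-B protein for full effect; a part of the inactive calls stands beside numbers as strong as those of hits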
MRP reversal: MRP-mediated drug resistance reversal; 85,000 tested, 0.04% active; differential viability (reversal), % at 10 µM; H69AR cells + 2 uM doxorubicin, CellTiter-Glo, 72 h; AID 602;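 active = viability drop by adding the cancer drug above about 55%, with treated viability meeting a 40% cutoff, limit read from the data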;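 also: viability without doxorubicin minus viability with 2 µM doxorubicin for each compound; larger differential means the compound sensitizes cells more to doxorubicin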
MRP reversal cytotoxicity: further read-out of MRP reversal, marked with its call; viability, %; H69AR cells, CellTiter-Glo, 72 h; measured here: cytotoxicity without doxorubicin
MRP reversal with doxorubicin: recorded beside MRP reversal, whose call it bears; viability, %; measured here: viability with 2 uM doxorubicin; active compounds read low
IL1B NFkB inh cell count 2 µM: also measured in IL1B NFkB inh; calls as there; cell count; measured here: cells passing quality filter;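 raw number of nuclei counted in each imaged well without normalization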
NFkB transloc pot cell count 2 µM: second read-out of NFkB transloc pot, no call of its own (marks repeat the call); cell count; measured here: cells passing quality filter
Starred values were filed as active, the others as inactive; ? = inconclusive; / = no result given. Only part of the results is shown. The share of hits here may be higher or lower than overall.

Start of the listing, in advance, five compounds:
SMILES | PLAP inhibitors HTS | NFkB transloc pot | NFkB transloc pot cell count 2 µM | IL1B NFkB inh | IL1B NFkB inh cell count 2 µM | Bcl-B displacement | MRP reversal | MRP reversal cytotoxicity | MRP reversal with doxorubicin
Cc1ccc(NC(=O)C2C3/C=C\CCCCC32)cc1C (stereo not given) | 2% | -9 | 111 | 9 | 111 | 2% | / | / | /
O=C(NCCN1CCOCC1)Nc1ccc(Cl)cc1Cl | 6% | 8 | 141 | -8 | 141 | -4% | 10 | 92 | 82
Cc1csc(NC(=O)c2ccccc2O)n1 | -3% | 5 | 230 | -5 | 230 | -4% | -5 | 98 | 103
Cn1c(=O)n(CC#N)c2ccccc21 | -4% | 9 | 152 | -9 | 152 | 0% | / | / | /
O=C(CSc1nnc(-c2cccs2)n1Cc1ccccc1)N1CCc2ccccc2C1 | -28% | 9 | 151 | -8 | 151 | -14% | 6 | 30 | 24

This part in full, from the first entry:
SMILES | PLAP inhibitors HTS | NFkB transloc pot | NFkB transloc pot cell count 2 µM | IL1B NFkB inh | IL1B NFkB inh cell count 2 µM | Bcl-B displacement | MRP reversal | MRP reversal cytotoxicity | MRP reversal with doxorubicin
Cc1ccc(NC(=O)C2C3/C=C\CCCCC32)cc1C (stereo not given) | 2% | -9 | 111 | 9 | 111 | 2% | / | / | /
O=C(NCCN1CCOCC1)Nc1ccc(Cl)cc1Cl | 6% | 8 | 141 | -8 | 141 | -4% | 10 | 92 | 82
Cc1csc(NC(=O)c2ccccc2O)n1 | -3% | 5 | 230 | -5 | 230 | -4% | -5 | 98 | 103
Cn1c(=O)n(CC#N)c2ccccc21 | -4% | 9 | 152 | -9 | 152 | 0% | / | / | /
O=C(CSc1nnc(-c2cccs2)n1Cc1ccccc1)N1CCc2ccccc2C1 | -28% | 9 | 151 | -8 | 151 | -14% | 6 | 30 | 24
O=C(CSc1nc2ccccc2c(=O)n1NC(=O)Cc1ccccc1)NCCc1ccccc1 | 0% | -11 | 118 | 11 | 118 | 4% | -26 | 57 | 83
CN(C)c1ccc(NC(=O)CN2CCC(C(=O)c3ccc(F)cc3)CC2)cc1 | -54% | 0 | 96 | 0 | 96 | 7% | 14 | 99 | 85
Cc1ccc(-n2[nH]c(C)c(/C=N/c3ccccn3)c2=O)cc1 | -12% | -3 | 213 | 3 | 213 | 9% | 0 | 80 | 80
COc1cc(C(=O)OCC(=O)c2c[nH]c3ccccc23)ccc1OCC(=O)N1CCOCC1 | -82% | -3 | 76 | 3 | 76 | -79% | -3 | 78 | 82
O=C(CSc1nnc(Cc2cc(=O)[nH]c(=O)[nH]2)n1-c1ccccc1)N1CCCC1 | -12% | 0 | 97 | 0 | 97 | -11% | -11 | 65 | 77
O=C(COC(=O)/C=C/c1cnc2ccccc2n1)NCC(F)(F)F | 18% | -26 | 198 | 26 | 198 | 114% | / | / | /
Cc1[nH]n(-c2ccccc2)c(=O)c1C=Nc1cnc2ccccc2c1 | -110% | 4 | 156 | -4 | 156 | -10% | / | / | /
S=c1[nH]nc(C2COc3ccccc3O2)o1 (stereo not given) | -73% | 5 | 188 | -5 | 188 | 27% | 3 | 111 | 108
CC(C)(C)NC(=O)CN(C(=O)Cn1nnc(-c2ccccc2F)n1)c1cccc2c1CCCC2 | -38% | 11 | 142 | -11 | 142 | -2% | / | / | /
COc1ccc(CC(=O)NC(C)c2nnc(SCc3nc4ccccc4c(=O)[nH]3)n2C)cc1 (stereo not given) | -47% | -2 | 177 | 2 | 177 | -8% | -8 | 92 | 100
NC(=O)C[n+]1cccc2ccccc21 | -1% | -10 | 122 | 10 | 122 | 24% | / | / | /
COc1ccc(C(C)=O)cc1COC(=O)c1ccc2c(c1)OCO2 | 12% | -5 | 115 | 5 | 115 | -7% | 15 | 80 | 65
O=C(COC(=O)c1ccc(Br)o1)Nc1nc2ccccc2s1 | -4% | / | / | / | / | -2% | -19 | 52 | 70
O=C(NC1CC2CCCC(C1)N2CC(=O)N1CCCc2ccccc21)C1CCCCC1 (stereo not given) | / | 16 | 140 | -16 | 140 | / | / | / | /
O=C(Nc1ccc2c(c1)OCO2)C1CC(c2ccc(Cl)cc2)=NO1 (stereo not given) | 2% | 4 | 181 | -4 | 181 | -3% | -14 | 79 | 93

Six successive entries out of the list so far, quoted:
SMILES | PLAP inhibitors HTS | NFkB transloc pot | NFkB transloc pot cell count 2 µM | IL1B NFkB inh | IL1B NFkB inh cell count 2 µM | Bcl-B displacement | MRP reversal | MRP reversal cytotoxicity | MRP reversal with doxorubicin
Cc1ccc(NC(=O)C2C3/C=C\CCCCC32)cc1C (stereo not given) | 2% | -9 | 111 | 9 | 111 | 2% | / | / | /
O=C(NCCN1CCOCC1)Nc1ccc(Cl)cc1Cl | 6% | 8 | 141 | -8 | 141 | -4% | 10 | 92 | 82
Cc1csc(NC(=O)c2ccccc2O)n1 | -3% | 5 | 230 | -5 | 230 | -4% | -5 | 98 | 103
Cn1c(=O)n(CC#N)c2ccccc21 | -4% | 9 | 152 | -9 | 152 | 0% | / | / | /
O=C(CSc1nnc(-c2cccs2)n1Cc1ccccc1)N1CCc2ccccc2C1 | -28% | 9 | 151 | -8 | 151 | -14% | 6 | 30 | 24
O=C(CSc1nc2ccccc2c(=O)n1NC(=O)Cc1ccccc1)NCCc1ccccc1 | 0% | -11 | 118 | 11 | 118 | 4% | -26 | 57 | 83

Later entries:
SMILES | PLAP inhibitors HTS | NFkB transloc pot | NFkB transloc pot cell count 2 µM | IL1B NFkB inh | IL1B NFkB inh cell count 2 µM | Bcl-B displacement | MRP reversal | MRP reversal cytotoxicity | MRP reversal with doxorubicin
CC(C)Oc1ccccc1C1CC(=O)Nc2cc3c(cc21)OCO3 (stereo not given) | 20% | -14 | 79 | 14 | 79 | -5% | -35 | 20 | 55
CC12C(=O)N(c3nccs3)C(=O)C1C1C=CC2C1 (stereo not given) | 18% | 26 | 172 | -26 | 172 | -6% | 3 | 93 | 90
CC(C)(C)n1ncc2c(=O)n(CC(=O)NCc3ccc(F)cc3)cnc21 | -4% | -2 | 115 | 2 | 115 | -8% | -18 | 21 | 39
Cc1ccc2cc(CN(C(=O)c3cccnc3)C(C)C)c(=O)[nH]c2c1 | -16% | -12 | 131 | 12 | 131 | -31% | -10 | 95 | 104
CCOC(=O)c1ccc(NC(=O)CCC(=O)OC)cc1 | -30% | 4 | 110 | -4 | 110 | 4% | -2 | 106 | 108
Cc1ccc(C(=O)Nc2cc(=O)n(C)c(=O)n2C)o1 | / | 7 | 138 | -7 | 138 | / | 3 | 95 | 92
CCOC(=O)c1c(C)[nH]c(C(=O)OCC(=O)Nc2cc(Cl)ccc2OC)c1C | -1% | -6 | 189 | 6 | 189 | -26% | 0 | 3 | 3
Cc1ccccc1NC(=O)CCN1C(=O)CSC1=O | / | 3 | 128 | -3 | 128 | / | 8 | 87 | 80
Cc1ccc(S(=O)(=O)N2CCOCC2)cc1C(=O)O | 6% | / | / | / | / | 4% | -1 | 89 | 90
COc1ccc(C2NC(=O)c3ccccc3O2)cc1OC (stereo not given) | / | 5 | 93 | -5 | 93 | / | 11 | 88 | 77
COc1cc(/C=C(/C#N)C(=O)NCCc2c[nH]c3ccccc23)ccc1OCc1ccccc1F | 7% | 11 | 69 | -11 | 69 | -6% | / | / | /
CC(C)Oc1ccc(Cn2c(=O)sc3ccccc32)cc1 | / | -3 | 78 | 3 | 78 | / | 30 | 99 | 69
COc1ccccc1OCC(O)Cn1nc(C)cc1C (stereo not given) | / | 12 | 93 | -12 | 93 | -2% | 21 | 97 | 76
N#CCCn1ncn(-c2ccccc2)c1=S | 28% | 9 | 163 | -9 | 163 | 10% | -2 | 102 | 104
COc1ccc(-c2cc(C(F)(F)F)nc(SCCC(=O)Nc3cc(C)on3)n2)cc1 | -5% | / | / | / | / | 1% | -1 | 43 | 44
O=C1CCC(=O)N1CN(C(=O)c1ccco1)c1ccc(Cl)c(Cl)c1 | / | ? | / | -66 | 131 | 2% | 2 | 84 | 81
CC(Sc1nc(N2CCOCC2)nc(N2CCOCC2)n1)C(=O)Nc1ccccc1 (stereo not given) | -4% | / | / | / | / | 0% | 2 | 71 | 69
O=C(Nc1ccc(N2CCCCC2)cc1)c1ccc(F)cc1 | 9% | 19 | 125 | -19 | 125 | -3% | -8 | 92 | 100
NC(=O)c1c(N)sc2c1CCCC2 | -70% | / | / | / | / | -21% | 5 | 101 | 96
O=C1C2C3C=CC(CC3)C2C(=O)N1c1ccc2c(c1)OCO2 (stereo not given) | / | 12 | 108 | -12 | 108 | / | 3 | 97 | 94
CCOC(=O)c1c(C)[nH]c(C(=O)COC(=O)C2(C)CC2(Cl)Cl)c1C (stereo not given) | -4% | 19 | 193 | -19 | 193 | 1% | 17 | 79 | 62
CCCN(C(=O)Cc1nc(N)n[nH]1)C1(C(=O)Nc2c(C)cccc2C)CCCCC1 | -39% | / | / | / | / | -12% | -12 | 91 | 102
CCOC(=O)CCSc1nc2c(c(C(F)(F)F)c1C#N)CCC2 | -54% | 3 | 152 | -2 | 152 | -3% | 6 | 105 | 98
COCCCNS(=O)(=O)c1ccc(S(=O)(=O)N2CCCC2)cc1 | -18% | 11 | 184 | -11 | 184 | -5% | / | / | /
Oc1ccc(CNc2ccccc2F)c2cccnc12 | -7% | -3 | 119 | 3 | 119 | 4% | -10 | 28 | 38
O=C(NCc1ccc2c(c1)OCO2)c1ccncc1 | 3% | / | / | / | / | -6% | -2 | 97 | 99
CC(=O)c1cccc(NC(=O)C2CCN(S(=O)(=O)c3ccc(F)cc3)CC2)c1 | 19% | 10 | 162 | -10 | 162 | -4% | 6 | 85 | 79
O=c1[nH]c(SCc2cc(=O)n3ccccc3n2)nc2c1CCC2 | / | 4 | 152 | -4 | 152 | / | 8 | 92 | 84
COC(=O)C1=C(N)c2ccccc2C1(C#N)c1ccccc1 (stereo not given) | 0% | / | / | / | / | 5% | -6 | 69 | 76
CC(C)(C)c1nc2ccccc2c2nnc(SCC(=O)Nc3nc4ccccc4s3)n12 | -20% | 11 | 111 | -11 | 111 | -2% | / | / | /
O=C(O)CCc1ccc(-c2ccc(Cl)cc2)o1 | -13% | -1 | 146 | 1 | 146 | 9% | 18 | 110 | 93
CCOc1ccccc1OCC(=O)O | 2% | 21 | 72 | -21 | 72 | 7% | -2 | 95 | 97
O=C(Nc1nnc(SCc2ccccc2)s1)c1cc2c(s1)CCCC2 | -32% | -3 | 71 | 3 | 71 | -44% | -9 | 76 | 86
CCOC(=O)c1c(C)oc2c1c(C(c1ccncc1)N1CCOCC1)c(O)c1ccccc12 (stereo not given) | -38% | -6 | 97 | 6 | 97 | 8% | -2 | 1 | 3
CCc1sc(C(=O)NCc2cc(C)n(C)n2)cc1Br | -2% | / | / | / | / | -8% | 14 | 82 | 68
CSc1nsc(SC)c1C(=O)NCCNS(=O)(=O)c1ccc(C)cc1 | -14% | 9 | 161 | -9 | 161 | -6% | -1 | 72 | 73
NC(=O)c1ncc(C(F)(F)F)cc1Oc1cccc(C(F)(F)F)c1 | 9% | / | / | / | / | 1% | -1 | 100 | 101
CCCCOC(=O)CSc1nnc(-c2ccc(Cl)cc2Cl)o1 | -10% | 25 | 133 | -25 | 133 | -1% | 9 | 91 | 82
O=C(NCc1ccc(F)cc1)C1CC(=O)N(CCc2ccccc2)C1 (stereo not given) | -8% | 5 | 146 | -5 | 146 | -4% | 13 | 99 | 86
CCOC(=O)NC(Nc1sc2c(c1C(N)=O)CCCC2)(C(=O)OCC)C(F)(F)F (stereo not given) | -13% | 7 | 100 | -7 | 100 | -1% | / | / | /
O=C1CCC2CCCCC2(O)O1 (stereo not given) | 4% | 13 | 163 | -13 | 163 | 3% | 4 | 91 | 87
O=C(Nc1nccs1)c1cnccn1 | / | -1 | 150 | 1 | 150 | / | 6 | 101 | 96
Cn1c(=O)c(-c2ccccc2)nn2c3ccccc3nc12 | -18% | 12 | 164 | -12 | 164 | 6% | -5 | 81 | 86
